Source: PubChem BioAssay
GAA glycogen: alters human alpha-glucosidase cleavage of glycogen; 300,000 tested, 0.38% active; Potency, µM (doses to about 76.4 µM), for inactives: top-dose activity change, negative = inhibition, hits mostly inhibitors; recombinant GAA, glycogen substrate, Amplex Red glucose oxidase fluorescence;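 note: potency is the fitted concentration of half-maximal effect; 0% = full enzyme reaction and -100% = no-enzyme basal signal; the screen sought inhibitors and activators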
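Recombinant human enzyme (4 nM); glycogen substrate; 37 C, 40 min, pH 5.0. Readout: coupled glucose oxidase/Amplex Red fluorescence.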
HttQ103 aggreg: mutant huntingtin aggregation inhibition. PC12 HttQ103-GFP aggregates, Acumen cytometry, 40 h. Potency, µM (series often up to 46.1 µM), for the others: top-dose activity change, negative = inhibition, usual class: inhibitors. 220,000 tested, 1.1% active. AID 1688; note: potency is the fitted concentration of half-maximal effect; % is set by controls: 0 for no effect and ±100 for the full control effect; nearly all actives have a fitted effect of over 60% in size
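Compounds (qHTS titration) were added to PC12 cells expressing an ecdysone-driven HTT exon 1 Q103–GFP fusion after induction with 100 nM tebufenozide. Aggregate formation was measured as GFP objects in cell lysates.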
HTT ATP protect: cytoprotection in Huntington HTT-Q103 PC12 cell model. PC12 HTT-Q103 induced, cytoprotection, ATP luminescence, 40 h. Potency, µM (highest dose often 56.4 µM), inactives show cytoprotection (ATP increase), actives largely listed as activators. 230,000 tested, 0.14% active;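 note: potency is the fitted concentration of half-maximal effect; % of control where 0% means no effect; nearly all actives have a fitted effect of over 45% in size; toxic huntingtin expression switched on by the ecdysone agonist tebufenozide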
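Rat PC12, Q103 Htt exon1-GFP fusion, ecdysone promoter; tebufenozide inducer 100 nM final; compound titration; qHTS, 1500 cells/well; ATPlite luminescent read.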
CBFb RUNX1 block: CBF-beta/RUNX1 interaction disruption; Q01196+Q13951; AlphaScreen CBFb-His/RUNX1-biotin binding, biochemical; Potency, µM (top dose mostly 59.8 µM), for the others: at the highest dose activity, negative = inhibition, most hits filed as inhibitors; 230,000 tested, under 10 active; note: % of control where 0% means no effect
Target sequence (Q01196 whole entry, looked up): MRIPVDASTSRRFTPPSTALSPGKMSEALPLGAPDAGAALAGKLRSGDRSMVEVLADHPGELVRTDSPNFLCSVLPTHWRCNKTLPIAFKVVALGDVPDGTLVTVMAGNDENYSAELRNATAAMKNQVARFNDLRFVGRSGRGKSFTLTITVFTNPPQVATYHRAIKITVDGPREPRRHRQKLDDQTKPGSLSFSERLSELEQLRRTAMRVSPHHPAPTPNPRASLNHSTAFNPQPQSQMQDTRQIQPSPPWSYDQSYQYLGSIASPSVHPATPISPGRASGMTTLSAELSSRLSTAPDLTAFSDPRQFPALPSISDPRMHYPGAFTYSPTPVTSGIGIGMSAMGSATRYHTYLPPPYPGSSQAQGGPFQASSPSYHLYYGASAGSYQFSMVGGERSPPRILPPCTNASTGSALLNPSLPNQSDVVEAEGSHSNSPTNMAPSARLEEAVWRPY
Target sequence (Q13951 whole entry, looked up): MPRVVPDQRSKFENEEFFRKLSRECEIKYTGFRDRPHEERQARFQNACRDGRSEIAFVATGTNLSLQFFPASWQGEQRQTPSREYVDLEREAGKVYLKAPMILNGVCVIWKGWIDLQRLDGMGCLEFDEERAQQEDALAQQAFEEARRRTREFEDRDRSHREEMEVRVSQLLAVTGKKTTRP
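Room-temperature protein-protein interaction test with 30 nM each of His-tagged CBF-beta and biotinylated RUNX1, 15 min with compound, then 90 min with nickel plus streptavidin beads. Signal read in AlphaScreen mode.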
Lamin A splicing: modulators of lamin A splicing. Potency, µM (titrated, usually from 46.1 µM), for inactives: at the top dose ratio change, negative = inhibition, hits mostly inhibitors. HeLa LMNA splicing GFP/RFP minigene ratio, 48 h. AID 1487. 200,000 tested, 0.01% active; active = well fitted inhibition curve with a large enough effect in the signal ratio, with a control signal flat, not every such curve was filed as active; inconclusive = small, poorly fitted or top-dose-only effect, or effect the other way, or a change in a side signal; the % refers to the signal ratio; note: potency is the fitted concentration of half-maximal effect; % is set by controls: 0 for no effect and ±100 for the full control effect
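S3 HeLa stable clones carrying a lamin A-EGFP splicing minigene plus DsRed2 were seeded at 600 cells/well in Opti-MEM with 2% FBS, pin-dosed and incubated 48 h at 37°C. Acumen cytometry (488 nm) gave the GFP/RFP total-intensity ratio.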
GAA inh: alpha-glucosidase (human) inhibition; P10253; purified human GAA, 4-MU-alpha-glucoside fluorescence; Potency, µM (titrated, usually from 76.9 µM), for the others: at the top dose activity change, negative = inhibition, most hits filed as inhibitors; 200,000 tested, 0.005% active;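 note: potency is the fitted concentration of half-maximal effect; plate controls were uninhibited enzyme wells for no effect and no-enzyme background for full effect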
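AC50 values come from Hill fits of compound titrations (up to 77 uM) against 4 nM human enzyme. Substrate 4-methylumbelliferyl-alpha-D-pyranoside at 400 uM, pH 5.0 citrate buffer, 20 min room temperature; fluorescence Ex 365/Em 440 after alkaline stop.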
GAA spleen mod: inhibitors or activators of human alpha-glucosidase in spleen homogenate. P10253. human spleen homogenate, 4-MU-alpha-glucoside fluorescence. Potency, µM (top dose mostly 79.9 µM), without a hit: at the highest dose activity change, negative = inhibition, hits mostly inhibitors. 240,000 tested, 0.006% active;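 note: potency is the fitted concentration of half-maximal effect; 0% = enzyme with vehicle and -100% = no enzyme basal signal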
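AC50 values come from Hill-equation fits of concentration-response data, normalized to no-enzyme and full-activity controls. Enzyme source: 1 ug human spleen homogenate; 1 mM fluorogenic 4-MU glucoside, pH 5.0 citrate buffer, 37 C, 40 min.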
* hit, by the source's call; ? = inconclusive; nt = not tested or not shown; [ ] = dose if it differs, or a comment. Unless noted, calls come from the whole dose curve; as a rule, active = well fitted curve in the direction sought with a large enough effect; inconclusive = small, poorly fitted or top-dose-only effect, or another doubt; inactive = no such curve, though single readings can be large; an effect the other way counts as inactive or inconclusive.

Codes – A = GAA glycogen; B = HttQ103 aggreg; C = HTT ATP protect; D = CBFb RUNX1 block; E = Lamin A splicing; F = GAA inh; G = GAA spleen mod
CCOc1ccc(N2CSC(=S)N(c3ccc(OCC)cc3)C2)cc1
  A: ?	B: -2%[9.22 µM]	C: -8%[10 µM]	D: 3%	E: nt	F: nt	G: 3%
Cc1ccccc1S(=O)(=O)c1c(C)cc(C)n(CC(C)C)c1=O
  A: 4%	B: -15%	C: 5%[10 µM]	D: 12%	E: 18%	F: -1%	G: -2%
Cc1ccccc1C1CCCN(Cc2nc(CC3CC3)no2)C1 (stereo not drawn)
  A: -8%	B: -16%[9.22 µM]	C: -13%[10 µM]	D: 3%	E: nt	F: -2%	G: -9%
O=C(Nc1ccccc1C(F)(F)F)c1cc(S(=O)(=O)N2CCOCC2)ccc1F
  A: -1%	B: 2%	C: 3%[10 µM]	D: -5%	E: -16%	F: -4%	G: 0%
O=C(Nc1ccccc1)c1ccc(S(=O)(=O)N2CCCCC2)cc1
  A: 1%	B: -26%	C: 11%[10 µM]	D: -3%	E: ?	F: -6%	G: 2%
O=C1NC(c2cccs2)Nc2sc3c(c21)CCCC3 (stereo not drawn)
  A: -11%	B: 18%	C: -11%[10 µM]	D: 5%	E: -1%	F: ?	G: 2%
O=C1OC(c2ccccc2)=C/C1=C\N1CCOCC1
  A: 5%	B: ?	C: -24%	D: -11%	E: 4%	F: -13%	G: -6%
COc1cccc(CC(=O)Nc2nc(-c3cccnc3)cs2)c1
  A: 8%	B: ?	C: -91%[inhibitor][10 µM]	D: -3%	E: 1%	F: 3%	G: -2%
COc1ccccc1-n1nc(C)cc1N
  A: 7%	B: -15%	C: -15%	D: 3%	E: nt	F: 6%	G: -1%
COc1cc(/C(C)=N/NC(=O)CN2CCN(S(=O)(=O)c3ccc(C)cc3)CC2)ccc1O
  A: ?	B: 3%[9.22 µM]	C: 4%[10 µM]	D: 5%	E: nt	F: nt	G: -6%
Cc1cc(C)n(C(=O)CSc2nc3ccccc3o2)n1
  A: -9%	B: 14%	C: 18%	D: 8%	E: 3%	F: 6%	G: -3%
CC(=O)OCC1(C)CN(c2ccccc2)N(C(C)=O)C1=O (stereo not drawn)
  A: ?	B: -8%	C: -34%[inhibitor]	D: 9%	E: nt	F: ?	G: 0%
Cc1cc(NS(=O)(=O)c2ccc(NC(=S)NC(=O)c3cccc(S(=O)(=O)N(C)C)c3)cc2)no1
  A: -1%	B: 1%	C: -1%	D: 5%	E: 17%[46 µM]	F: 2%	G: -3%
COc1ccc(-c2nc(CNS(=O)(=O)c3cc(OC)ccc3OC)cs2)cc1
  A: 9%	B: 3%	C: 9%[10 µM]	D: -4%	E: -4%	F: -10%	G: 9%
COC(=O)C/C=C\[C@@H](C)[C@@H](/C=N\O[C@@H](C)CN1CCCCc2nc(C)c(C)cc21)OC
  A: nt	B: nt	C: 2%[10 µM]	D: 9%[13.1 µM]	E: nt	F: nt	G: -5%[17.4 µM]

Entries from the list above that contain four or more nitrogen atoms (2):
Codes – A = GAA glycogen; B = HttQ103 aggreg; C = HTT ATP protect; D = CBFb RUNX1 block; E = Lamin A splicing; F = GAA inh; G = GAA spleen mod
COc1cc(/C(C)=N/NC(=O)CN2CCN(S(=O)(=O)c3ccc(C)cc3)CC2)ccc1O
  A: ?	B: 3%[9.22 µM]	C: 4%[10 µM]	D: 5%	E: nt	F: nt	G: -6%
Cc1cc(NS(=O)(=O)c2ccc(NC(=S)NC(=O)c3cccc(S(=O)(=O)N(C)C)c3)cc2)no1
  A: -1%	B: 1%	C: -1%	D: 5%	E: 17%[46 µM]	F: 2%	G: -3%

Next structures:
Codes – A = GAA glycogen; B = HttQ103 aggreg; C = HTT ATP protect; D = CBFb RUNX1 block; E = Lamin A splicing; F = GAA inh; G = GAA spleen mod
Cc1sc2nc(CSCC(=O)Nc3ccc(OC(F)F)cc3)[nH]c(=O)c2c1C
  A: 4%	B: 8%	C: 1%[10 µM]	D: 10%	E: nt	F: 2%	G: 1%
Cc1ccc(CNC(=O)CCC2CCCN(Cc3c(C)nn(C(C)C)c3C)C2)o1 (stereo not drawn)
  A: 13%	B: 15%[9.22 µM]	C: 14%[10 µM]	D: 0%	E: ?	F: 13%	G: 7%
CNC(=S)N/N=C/c1cn(CCOc2ccccc2OC)c2ccccc12
  A: -21%	B: ?	C: -33%[10 µM]	D: -27%	E: ?	F: ?	G: -1%
C=CCNC(=S)N/N=C/c1cn(-c2ccccc2)nc1-c1ccc(OC)cc1
  A: 12%	B: -22%	C: 18%[10 µM]	D: -9%	E: -4%	F: ?	G: -6%
CS(=O)(=O)Nc1c(O)ccc2c1CCCC2C1=NCCN1 (stereo not drawn)
  A: nt	B: nt	C: 7%	D: 8%	E: nt	F: nt	G: 3%
COc1ccc(C(c2nnnn2C2CCCC2)N2CCc3ccccc3C2)cc1OC (stereo not drawn)
  A: -8%	B: -3%	C: -20%	D: -9%	E: 3%	F: -7%	G: -4%
COc1ccc(CCCc2nnc(SCC(=O)Nc3cc(C)c(C)cc3Br)o2)cc1
  A: -5%	B: 3%	C: -9%	D: 10%	E: ?	F: -4%	G: -7%
COc1ccc(CCNC(=S)N2CCC(Cc3ccccc3)CC2)cc1OC
  A: -17%	B: 22µM*	C: -63%	D: -14%	E: ?	F: -5%	G: 6%
O=C(NCc1ccncc1)C1COc2ccccc2O1 (stereo not drawn)
  A: 10%	B: -16%	C: -10%	D: 1%	E: 2%	F: -4%	G: -4%
O=C(Nn1cnnc1)C(c1ccccc1)c1ccccc1
  A: -7%	B: 27%	C: -18%	D: 0%	E: -5%	F: 1%	G: 1%
CC1Cc2ccccc2N1C(=O)CSc1nnc(Cc2ccccc2)n1CCc1ccccc1 (stereo not drawn)
  A: -15%	B: -31%	C: -9%	D: -1%	E: -6%	F: ?	G: -4%
CCn1c(-c2ccccc2)c(C(=O)CCl)c2ccccc21
  A: -5%	B: ?	C: -143%[inhibitor]	D: 9%	E: nt	F: -7%	G: -13%
Cn1c(=O)oc2cc(C(=O)c3ccccc3)ccc21
  A: 2%	B: 16%	C: 19%[1.9 µM]	D: 7%	E: 3%	F: 0%	G: 0%
Cc1ccc(NC(=O)c2ccc(N/N=C/c3cccc(O)c3)c([N+](=O)[O-])c2)cc1
  A: 3%	B: -17%	C: -79%[inhibitor]	D: 1%	E: ?	F: -1%	G: -3%
Cc1ccc2[nH]c(=O)c(-c3noc(CC(C)C)n3)cc2c1
  A: 2%	B: 6%[9.22 µM]	C: 2%[10 µM]	D: 3%	E: nt	F: nt	G: -2%
CCNC(=O)COc1ccc(/C=N/NC(=O)c2cccnc2)cc1OC
  A: -10%	B: 6%	C: 24%	D: 9%	E: 0%[46 µM]	F: 2%	G: 8%
COc1cccc(/C=C/C(=O)OCC(=O)Nc2cc(C(F)(F)F)ccc2Cl)c1
  A: -4%	B: 1%	C: -1%[10 µM]	D: 16%	E: -2%	F: -3%	G: -5%
O=C(Nc1ccc2c(c1)oc1ccccc12)c1ccc(Br)o1
  A: 6%	B: 3%	C: -25%	D: -2%	E: 4%	F: -3%	G: 8%
Cc1nc2c(N=Nc3ccccc3F)c(N)nn2c(N)c1C#N
  A: -7%	B: nt	C: nt	D: 3%	E: nt	F: ?	G: 6%
O=C(Nc1ccc2c(c1)OCCO2)c1cccs1
  A: 16%	B: 3%	C: -2%[1.9 µM]	D: 0%	E: -15%	F: 1%	G: -1%
CCN(CCO)c1cc(Cl)nc(SC)n1
  A: 10%	B: ?	C: -1%	D: -11%	E: 12%	F: 4%	G: -3%
O=C(O)CCC(=O)Nc1ccc(N2CCOCC2)cc1
  A: -5%	B: -1%	C: -21%	D: ?	E: 8%	F: 3%	G: -8%
COc1ccc(NC(=O)Nc2cc(NC(=O)Nc3ccc(OC)cc3)c(C)nc2C)cc1
  A: -8%	B: -3%	C: 9%[10 µM]	D: ?	E: -12%	F: 3%	G: -8%
C=CC#CC[N+]1(CC#Cc2ccccc2)CCOCC1
  A: -6%	B: -18%	C: nt	D: 9%	E: 6%	F: 1%	G: -4%
Cc1cccc2cc(C(c3nnnn3C(C)(C)C)N3CCN(C(=O)c4ccco4)CC3)c(=O)[nH]c12 (stereo not drawn)
  A: 0%	B: 4%	C: 17%[1.9 µM]	D: 13%	E: -8%	F: 3%	G: 3%
Cc1[nH]c2ccccc2c1/C=N/NC(=O)c1cccs1
  A: 20%	B: 14%	C: -56%	D: -10%	E: nt	F: -2%	G: 2%
CCN(CC)S(=O)(=O)c1ccc(NC(=O)COC(=O)c2c[nH]c(=O)[nH]c2=O)cc1
  A: 0%	B: -13%[9.22 µM]	C: 20%[10 µM]	D: 9%	E: nt	F: nt	G: 3%
NS(=O)(=O)c1cccc(NC(=O)COC(=O)Cc2ccc(S(=O)(=O)N3CCCCC3)s2)c1
  A: -10%	B: 30%	C: -1%[10 µM]	D: -6%	E: -5%[46 µM]	F: ?	G: -14%
CS(=O)(=O)NCCCCCCNS(C)(=O)=O
  A: -11%	B: -27%	C: -1%	D: 7%	E: nt	F: -1%	G: 0%
Cc1ccc(Oc2ccc(-c3nc(N)nc(N)n3)cc2)cc1C
  A: 1%	B: 0%[9.22 µM]	C: -28%	D: 1%	E: 9%	F: -4%	G: -5%
CCOC(=O)c1sc(NC(=O)C(OC(C)=O)c2ccccc2)nc1C (stereo not drawn)
  A: -1%	B: 4%	C: nt	D: 17%	E: ?	F: 6%	G: -8%
CCCCN(Cc1ccccc1)S(=O)(=O)c1cc(Br)cc2c1N(C(C)=O)C(C)C2 (stereo not drawn)
  A: -4%	B: ?	C: 11%	D: -1%	E: ?	F: -7%	G: -2%
CCC(CC)C(=O)NCCc1cc2ccc(C)c(C)c2[nH]c1=O
  A: 4%	B: 2%	C: 8%[10 µM]	D: 8%	E: -3%	F: -10%	G: -7%
COc1ccc(COCC(O)CN(Cc2ccccc2)C(C)C)cc1OC (stereo not drawn)
  A: 13%	B: 7%	C: -14%	D: -3%	E: 15%[46 µM]	F: -3%	G: -7%
COC(=O)C1=C(C)N(C2CCCCC2)C(=O)/C1=C\c1cccs1
  A: -13%	B: 17%	C: -46%[inhibitor]	D: -14%	E: nt	F: 2%	G: 13%
COC(=O)/C=C/c1ccc(OC(=O)OC)c(OC(=O)OC)c1
  A: -7%	B: ?	C: nt	D: -7%	E: 1%	F: ?	G: -28%
CCCn1c(SCC(=O)Nc2nnc(C(C)C)s2)nc2c1c(=O)n(C)c(=O)n2C
  A: 16%	B: -3%	C: -3%[10 µM]	D: 8%	E: -5%	F: -2%	G: 6%
